HEK293 tox: cytotoxicity in counter-screen for GLP-1R inverse agonists; HEK293 cAMP-luciferase reporter cells, luminescence, 24 h; Potency, µM (titrated, usually from 38.3 µM), inactives show at the highest dose activity change, negative = inhibition, most hits filed as inhibitors; 0.13% of 410,000 active; AID 624418;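 further: loss of luciferase light is scored as toxicity; potency means the concentration at half of the fitted maximal effect; on the % scale 0 is the no-effect control and ±100 the full control effect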
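Here, cytotoxicity is scored as loss of luminescence. The MLSMR collection was tested on cells seeded in medium containing 10% Nu serum, with a 24 hr compound exposure preceded by 12 hours of culture.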
PI5P4K alpha inh: blocks human PI5P4K alpha kinase activity; 1.2% of 330,000 active; AID 652105; PI5P4Kalpha enzyme, ADP-Glo luminescence, 60 min; stronger effect = lower value; P48426; max response, %; active means max response of -50% or lower; inconclusive means between -30% and -50%; inactive means -30% or higher; further: value at the top dose of about 77 µM; on the % scale 0 is the no-effect control and ±100 the full control effect
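Single end-point luminescence (ADP-Glo) quantified ADP from PI5P4Kalpha turnover; ATP 5 microM final, 1 h at RT, 0.1% CHAPS and 0.28 mM EGTA in HEPES pH 7.4.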
WRN helicase inh: WRN helicase (human) inhibition; Q14191; WRN helicase unwinding, fluorescent forked duplex, kinetic; Potency, µM (series often up to 114 µM), inactives show at the top dose activity change, negative = inhibition, most hits filed as inhibitors; 0.46% of 360,000 active; AID 651768; further: potency means the concentration at half of the fitted maximal effect; on the % scale 0 is the no-effect control and ±100 the full control effect; nearly all actives have a fitted effect of over 55% in size
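Kinetic red-fluorescence monitoring (525/598 nm) tracks WRN helicase activity after 100 nM fluorophore-quencher forked duplex and 2 mM ATP are added to 20 nM enzyme pretreated 15 min at room temperature with compound.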
GLP1R inv ag: inverse agonists of human GLP-1 receptor | 1.6% of 410,000 active | Potency, µM (doses to about 38.3 µM), for inactives: at the highest dose activity change, negative = inhibition, hits mostly inhibitors | P43220 | HEK293 GLP-1R CRE-luciferase, luminescence, 24 h; GLP-1R form is constitutively active; further: potency means the concentration at half of the fitted maximal effect; on the % scale 0 is the no-effect control and ±100 the full control effect; nearly all actives have a fitted effect of over 55% in size
Target sequence (P43220 whole entry, looked up): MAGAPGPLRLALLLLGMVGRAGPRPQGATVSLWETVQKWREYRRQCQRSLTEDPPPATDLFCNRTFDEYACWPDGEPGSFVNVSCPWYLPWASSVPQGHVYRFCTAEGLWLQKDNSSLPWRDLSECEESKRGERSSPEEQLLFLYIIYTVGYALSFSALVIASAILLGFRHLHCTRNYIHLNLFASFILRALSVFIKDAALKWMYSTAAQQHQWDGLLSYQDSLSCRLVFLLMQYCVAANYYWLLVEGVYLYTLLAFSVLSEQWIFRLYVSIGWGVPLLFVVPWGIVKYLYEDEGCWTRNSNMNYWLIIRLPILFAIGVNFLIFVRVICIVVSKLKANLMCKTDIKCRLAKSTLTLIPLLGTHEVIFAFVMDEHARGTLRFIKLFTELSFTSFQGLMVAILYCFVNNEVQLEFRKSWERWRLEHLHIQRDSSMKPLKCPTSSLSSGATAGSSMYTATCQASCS
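HEK293 cells stably co-expressing a cAMP-responsive luciferase reporter and constitutively active GLP-1R were seeded, incubated 12 h, then exposed to compounds for 24 h at 37 C. Luminescence was read 12 min after detection reagent; inverse agonists lower signal.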
IL-2 act: IL-2 activation; AID 652025; 0.065% of 360,000 active; IL-2 activation reporter assay, cell-based qHTS; stimulated with anti-CD3/CD4/CD28 beads; in transgenic mouse T cells; activation, % (series mostly up to about 46 µM); in the data active means activation above about 50%; inconclusive means mostly about 30% to 49%; further: 0% is about no effect
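Unstimulated transgenic mouse T cells; 60-min compound exposure; bead-based TCR/CD4/CD28 stimulation; 18 h culture, 37 degrees C; dual fluorescence (EGFP, DsRed) plate cytometry.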
PLK1 PBD block: inhibitors of human PLK1 polo-box domain binding | AID 720504 | Potency, µM, without a hit: max response, negative = inhibition, hits mostly inhibitors | 2.8% of 360,000 active | Plk1 PBD binding of FITC phosphopeptide, fluorescence polarization; further: potency means the concentration at half of the fitted maximal effect; series mostly up to about 57 µM; on the % scale 0 is the no-effect control and ±100 the full control effect; nearly all actives have a fitted effect of over 65% in size
Target sequence (P53350 whole entry, looked up, the tested form may be a part): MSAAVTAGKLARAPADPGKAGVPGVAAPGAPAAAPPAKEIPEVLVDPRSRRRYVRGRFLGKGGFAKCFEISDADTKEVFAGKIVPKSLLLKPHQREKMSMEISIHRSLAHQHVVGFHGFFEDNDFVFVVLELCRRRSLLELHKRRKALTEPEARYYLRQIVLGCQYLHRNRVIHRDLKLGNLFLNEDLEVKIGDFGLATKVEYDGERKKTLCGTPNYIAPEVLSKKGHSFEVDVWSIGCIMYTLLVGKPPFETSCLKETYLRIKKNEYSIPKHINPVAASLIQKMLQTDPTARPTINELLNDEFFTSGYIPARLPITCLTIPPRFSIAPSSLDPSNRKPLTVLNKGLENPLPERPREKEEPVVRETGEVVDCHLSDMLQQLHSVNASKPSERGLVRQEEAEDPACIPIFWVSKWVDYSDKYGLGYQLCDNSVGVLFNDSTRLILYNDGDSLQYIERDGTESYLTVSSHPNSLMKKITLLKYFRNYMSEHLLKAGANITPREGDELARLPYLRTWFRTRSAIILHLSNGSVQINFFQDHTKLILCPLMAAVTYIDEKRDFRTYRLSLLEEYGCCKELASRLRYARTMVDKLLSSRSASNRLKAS
DRD3 agonist: agonists of human D3 dopamine receptor; 0.58% of 410,000 active; P35462; max activation, %; D3R DiscoveRx beta-arrestin cells, luminescence, 90 min; in the data active means max activation above about 30%; further: 0% is about no effect; mostly tested at two doses, the higher about 12 µM
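Cells at 1500/well, incubated overnight, then treated with pinned compounds (dopamine as control) for 90 min at 37 degrees C. DiscoveRx reagent added for 30 - 60 minutes at room temperature; luminescence read.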
D3 antag: blocks the human D3 dopamine receptor | 2.5% of 360,000 active | AID 652054 | max response, negative = inhibition, % | P35462 | D3R cells, DiscoveRx beta-arrestin luminescence, antagonist mode; stronger effect = lower value; in the data active means max response below about -50%; inconclusive means no clear call, values can overlap the other calls; further: on the % scale 0 is the no-effect control and ±100 the full control effect; mostly tested at two doses, the higher about 12 µM
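Cells plated overnight at 1500 cells/well, then exposed to library compounds with dopamine controls for 90 minutes at 37 degrees C. DiscoveRx reagent added for 30–60 minutes at room temperature; luminescence read, quantitative HTS format.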
GLP-1R agonist: GLP-1 receptor (human) agonism | Potency, µM (highest dose often 45.6 µM), for inactives: at the top dose activation, usual class: activators | AID 624172 | HEK293 GLP-1R CRE-luciferase, luminescence, 4-6 h; cells express a hypersensitive GLP-1R form | 0.007% of 380,000 active | P43220; further: potency means the concentration at half of the fitted maximal effect; % of control where 0% means no effect
The depositor's hits bear a star; [ ] = dose if it differs, or a comment. Unless noted, the call rests on the fitted dose curve; in most records, active means well fitted curve in the direction sought with a large enough effect; inconclusive means small, poorly fitted or top-dose-only effect, or another doubt; inactive means no such curve, though single readings can be large; an effect the other way counts as inactive or inconclusive. Random draw from the library; any-hit rate near 7.8%.

How did COCOCCn1cc(CN2CCS(=O)(=O)N(Cc3ccc(-c4ccc(Cl)c(Cl)c4)cc3)C(C)C2=O)nn1 (stereo unspecified) do in these assays?
HEK293 tox: -26%; PI5P4K alpha inh: 18; WRN helicase inh: -3%; GLP1R inv ag: 11µM*; IL-2 act: -2.2; PLK1 PBD block: -1%; DRD3 agonist: 3; D3 antag: inconclusive; GLP-1R agonist: 0%

How did O=C(CSc1nc2c(cnn2-c2ccc(F)cc2)c(=O)[nH]1)N1CCCCCC1 do in these assays?
HEK293 tox: 1%; PI5P4K alpha inh: -3; WRN helicase inh: 2%; GLP1R inv ag: 3%; IL-2 act: 1.5; PLK1 PBD block: -15%; DRD3 agonist: 0; D3 antag: 15; GLP-1R agonist: 1%

Results for CC(C)CCNC(=O)[C@@H](c1ccccc1)N1Cc2ccccc2C1=O ?
HEK293 tox: 1%; GLP1R inv ag: inconclusive; DRD3 agonist: -1; GLP-1R agonist: -1%

Results for Cc1cc(N2CCOCC2)nc2ccc(NC(=O)CCC(=O)N3CCN(c4ccccc4)CC3)cc12 ?
HEK293 tox: 4%; PI5P4K alpha inh: 0; WRN helicase inh: -2%[57.1 µM]; GLP1R inv ag: 16%; IL-2 act: 0.0; PLK1 PBD block: -3%; DRD3 agonist: 7; D3 antag: 31; GLP-1R agonist: 14%

What do the screens show for `CS(=O)(=O)CCC(C(=O)OCc1ccc(Br)cc1)N1C(=O)c2ccccc2C1=O` (stereo unspecified)?
HEK293 tox: -14%; PI5P4K alpha inh: 6; WRN helicase inh: -21%; GLP1R inv ag: 6%; IL-2 act: 2.0; PLK1 PBD block: -1%; DRD3 agonist: 0; D3 antag: 9; GLP-1R agonist: 7%

How did COc1cc(C(=O)Oc2cccnc2)cc(OC)c1OC do in these assays?
HEK293 tox: 4%; PI5P4K alpha inh: -10; WRN helicase inh: 7%; GLP1R inv ag: 7%; IL-2 act: -0.8; PLK1 PBD block: -5%; DRD3 agonist: 8; D3 antag: 4; GLP-1R agonist: 4%

Results for O=C(NNC(=O)c1ccc(Br)o1)c1csc(N2CCOCC2)n1 ?
HEK293 tox: -2%; PI5P4K alpha inh: 2; WRN helicase inh: 8%; GLP1R inv ag: 0%; IL-2 act: 0.8; PLK1 PBD block: -10%; DRD3 agonist: 6; D3 antag: -3; GLP-1R agonist: 1%

Results for CCC[C@H]1CC(=O)C=C(c2ccsc2)ON1C(=O)OC(C)(C)C ?
HEK293 tox: 2%; PI5P4K alpha inh: -1; WRN helicase inh: -4%; GLP1R inv ag: -1%; IL-2 act: -0.1; PLK1 PBD block: -13%; DRD3 agonist: 8; D3 antag: -4; GLP-1R agonist: -2%

How did O=C1N/C(=N/O)S/C1=C/c1cccnc1 do in these assays?
HEK293 tox: 1%; PI5P4K alpha inh: -55*; WRN helicase inh: -2%; GLP1R inv ag: 7%; IL-2 act: -2.0; PLK1 PBD block: 24µM*; DRD3 agonist: -8; D3 antag: -20; GLP-1R agonist: -3%

How did CCOc1ccc(NC2=CC(=O)CC(c3ccco3)C2)cc1 (stereo unspecified) do in these assays?
HEK293 tox: 17%; PI5P4K alpha inh: -4; WRN helicase inh: -1%; GLP1R inv ag: -6%; IL-2 act: -3.3; PLK1 PBD block: -10%; DRD3 agonist: -1; D3 antag: -10; GLP-1R agonist: 9%

How did O=c1c2sc3ccccc3c2n(Cc2ccc(Cl)cc2)c(=O)n1Cc1ccco1 do in these assays?
HEK293 tox: -1%; GLP1R inv ag: 2%; DRD3 agonist: 3; GLP-1R agonist: -1%

How did CCN(CC(=O)Nc1ccc(NC(C)=O)cc1)C(=O)c1oc2ccccc2c1C do in these assays?
HEK293 tox: -1%; PI5P4K alpha inh: 11; WRN helicase inh: -2%; GLP1R inv ag: -8%; IL-2 act: 0.1; PLK1 PBD block: -15%; DRD3 agonist: -9; D3 antag: -23; GLP-1R agonist: 5%

Results for COc1cc([N+](=O)[O-])ccc1NC(=O)CN(C)C ?
HEK293 tox: 1%; WRN helicase inh: 6%; GLP1R inv ag: 7%; IL-2 act: -0.1; PLK1 PBD block: -6%; DRD3 agonist: 2; D3 antag: -14; GLP-1R agonist: -1%

What do the screens show for `COc1ccc(C(CNC(=O)c2cccc(S(=O)(=O)N3CCCc4ccccc43)c2)N(C)C)cc1` (stereo unspecified)?
HEK293 tox: -12%; PI5P4K alpha inh: 4; WRN helicase inh: 3%; GLP1R inv ag: inconclusive; IL-2 act: -4.2; PLK1 PBD block: -3%; DRD3 agonist: -19; D3 antag: inconclusive; GLP-1R agonist: -3%

What do the screens show for `CN(Cc1cc(Cl)cc(Cl)c1)[C@H]1C[C@H]2c3[nH]c4ccccc4c3CCN2C(=O)[C@H]1CO`?
HEK293 tox: -4%; PI5P4K alpha inh: 1; WRN helicase inh: 1%; GLP1R inv ag: inconclusive; IL-2 act: -2.6; PLK1 PBD block: -1%; DRD3 agonist: -4; D3 antag: 0; GLP-1R agonist: -4%

What do the screens show for `CC(C)C[C@H]1CN=C(Nc2ccccc2)N1CCc1cccc(F)c1`?
HEK293 tox: inconclusive; PI5P4K alpha inh: -1; WRN helicase inh: -5%; GLP1R inv ag: inconclusive; IL-2 act: -2.2; PLK1 PBD block: -9%; DRD3 agonist: -33; D3 antag: -1; GLP-1R agonist: -3%

Results for CCOC(=O)C1CCCN(Cc2cccs2)C1 (stereo unspecified) ?
HEK293 tox: 9%; WRN helicase inh: -9%; GLP1R inv ag: 8%; IL-2 act: -2.0; PLK1 PBD block: -3%; DRD3 agonist: -15; D3 antag: inconclusive; GLP-1R agonist: 6%

What do the screens show for `O=C(CC1CCCCC1)Nc1ccc(-c2ccc3nncn3n2)cc1`?
HEK293 tox: 1%; PI5P4K alpha inh: 5; WRN helicase inh: -7%; GLP1R inv ag: 21%; IL-2 act: -2.2; PLK1 PBD block: -5%; DRD3 agonist: -13; D3 antag: -8; GLP-1R agonist: 11%

How did Cc1ccccc1CNC(=O)C(=O)NCCC1CCCCN1S(=O)(=O)c1cccs1 (stereo unspecified) do in these assays?
HEK293 tox: 6%; PI5P4K alpha inh: 5; WRN helicase inh: -7%; GLP1R inv ag: inconclusive; IL-2 act: -5.2; PLK1 PBD block: -8%; DRD3 agonist: -17; D3 antag: -21; GLP-1R agonist: -3%

Results for Cc1cc(S(=O)(=O)NCc2ccco2)c(C)s1 ?
HEK293 tox: 3%; PI5P4K alpha inh: -2; WRN helicase inh: 3%; GLP1R inv ag: -1%; IL-2 act: -3.8; PLK1 PBD block: -8%; DRD3 agonist: 1; D3 antag: 0; GLP-1R agonist: -1%

Results for COc1ccc(Cn2c(=O)oc3ccc(C)cc32)cc1OC ?
HEK293 tox: -20%; PI5P4K alpha inh: -2; WRN helicase inh: -17%; GLP1R inv ag: 3%; IL-2 act: -1.2; PLK1 PBD block: -8%; DRD3 agonist: 1; D3 antag: 9; GLP-1R agonist: 27%

Results for Cc1ccc(N2CCN(/N=C/c3ccncc3)CC2)cc1 ?
HEK293 tox: -1%; PI5P4K alpha inh: 1; WRN helicase inh: 4%; GLP1R inv ag: 15%; IL-2 act: -3.2; PLK1 PBD block: -9%; DRD3 agonist: 3; D3 antag: -3; GLP-1R agonist: 7%

How did Cc1cc2nc(/C(C#N)=C\c3ccc(-c4ccccc4C(=O)O)o3)[nH]c2cc1C do in these assays?
HEK293 tox: 106%[activator]; PI5P4K alpha inh: -27; WRN helicase inh: -15%[11.6 µM]; GLP1R inv ag: 0%; IL-2 act: 10; PLK1 PBD block: 79%[activator]; DRD3 agonist: 2; D3 antag: 1; GLP-1R agonist: 11%

How did CCC(CC)C(=O)Nc1nnc(S(=O)(=O)N2CCCc3ccccc32)s1 do in these assays?
HEK293 tox: 2%; PI5P4K alpha inh: 5; WRN helicase inh: -1%; GLP1R inv ag: inconclusive; IL-2 act: 0.5; PLK1 PBD block: -8%; DRD3 agonist: -7; D3 antag: -7; GLP-1R agonist: 0%

How did CCCCn1c(N)c(N(CC(C)C)C(=O)c2ccc(-c3ccc(C(C)=O)cc3)o2)c(=O)[nH]c1=O do in these assays?
HEK293 tox: 2%; PI5P4K alpha inh: -1; WRN helicase inh: 3%; GLP1R inv ag: 52%[activator]; IL-2 act: -1.7; PLK1 PBD block: -5%; DRD3 agonist: -16; D3 antag: -11; GLP-1R agonist: 7%

What do the screens show for `CS(=O)(=O)c1ccc(Cl)c(C(=O)NCC2CCCCC2)c1`?
HEK293 tox: 1%; PI5P4K alpha inh: 0; WRN helicase inh: -4%; GLP1R inv ag: 2%; IL-2 act: 2.6; PLK1 PBD block: -5%; DRD3 agonist: 2; D3 antag: 2; GLP-1R agonist: 9%

Results for Cc1ccc(S(=O)(=O)N(Cc2cccc([N+](=O)[O-])c2)C(=O)N2CCN(C)CC2)cc1 ?
HEK293 tox: -6%; PI5P4K alpha inh: 0; WRN helicase inh: 13%; GLP1R inv ag: 7%; IL-2 act: 2.3; PLK1 PBD block: -7%; DRD3 agonist: -3; D3 antag: -15; GLP-1R agonist: -6%

How did COCCN(C(C)=O)c1nnc(-c2ccccn2)s1 do in these assays?
HEK293 tox: 63%[activator]; PI5P4K alpha inh: 1; WRN helicase inh: 10%[57.1 µM]; GLP1R inv ag: 68%[activator]; IL-2 act: -2.2; PLK1 PBD block: -17%; DRD3 agonist: 2; D3 antag: 4; GLP-1R agonist: 2%

What do the screens show for `CCOC(=O)c1cn(CC2CC2)c2cc(F)c(F)cc2c1=O`?
HEK293 tox: -1%; PI5P4K alpha inh: -2; WRN helicase inh: -18%; GLP1R inv ag: -1%; IL-2 act: 0.3; PLK1 PBD block: 1%; DRD3 agonist: 13; D3 antag: 6; GLP-1R agonist: 9%

Assay outcomes from PubChem BioAssay.
